# TEAD-YAP block – TEAD-YAP interaction inhibition; inhibition, % at 9.12 µM; AID 1259422; actives 1.4% (n = 640,000); HEK-TIYL cells, TEAD-Gal4/YAP UAS-luciferase luminescence; in the data active = inhibition above about 32%;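 note: 0% = median of test compound wells and 100% = reference inhibitor wells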
# FBW7 act – human FBW7 E3 ligase activation, primary screen. Q969H0. AlphaScreen FBW7–phospho-cyclin E peptide binding, activator screen. normalized activity (activation), % at 26.1 µM. actives 0.13% (n = 650,000); in the data active = normalized activity above about 1.9%;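 note: purified mutant Fbw7 with reduced substrate affinity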
# MITF inh – human MITF inhibition, primary screen | O75030 | AlphaScreen MITF homodimerization, bead proximity signal | inhibition, % at 2.6 µM | actives 0.91% (n = 650,000) | AID 1259374; in the data active = inhibition above about 50%;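 note: 0% = vehicle wells with protein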
# Target sequence (O75030 whole entry, looked up): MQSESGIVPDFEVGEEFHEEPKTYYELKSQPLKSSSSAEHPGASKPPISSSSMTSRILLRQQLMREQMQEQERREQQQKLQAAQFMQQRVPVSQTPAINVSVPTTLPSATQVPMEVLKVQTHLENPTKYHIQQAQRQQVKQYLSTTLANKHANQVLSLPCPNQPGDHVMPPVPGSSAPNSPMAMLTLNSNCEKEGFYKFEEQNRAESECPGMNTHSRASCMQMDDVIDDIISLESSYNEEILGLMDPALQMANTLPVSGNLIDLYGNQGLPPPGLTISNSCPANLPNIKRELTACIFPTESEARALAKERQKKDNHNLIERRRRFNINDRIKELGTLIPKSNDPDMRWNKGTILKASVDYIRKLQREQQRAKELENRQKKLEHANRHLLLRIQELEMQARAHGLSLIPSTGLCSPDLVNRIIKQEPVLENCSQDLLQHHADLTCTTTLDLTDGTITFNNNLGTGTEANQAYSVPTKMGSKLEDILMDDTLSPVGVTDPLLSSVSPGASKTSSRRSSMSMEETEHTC
# GPR151 ag – human GPR151 activation; Q8TDV0; PathHunter beta-arrestin GPR151 cells, luminescence; activation, % at 11.2 µM; actives 1% (n = 650,000); AID 1508602; in the data active = activation above about 4.9%;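 note: 0% = median of compound wells and 100% = cells with positive control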
# Target sequence (Q8TDV0 whole entry, looked up): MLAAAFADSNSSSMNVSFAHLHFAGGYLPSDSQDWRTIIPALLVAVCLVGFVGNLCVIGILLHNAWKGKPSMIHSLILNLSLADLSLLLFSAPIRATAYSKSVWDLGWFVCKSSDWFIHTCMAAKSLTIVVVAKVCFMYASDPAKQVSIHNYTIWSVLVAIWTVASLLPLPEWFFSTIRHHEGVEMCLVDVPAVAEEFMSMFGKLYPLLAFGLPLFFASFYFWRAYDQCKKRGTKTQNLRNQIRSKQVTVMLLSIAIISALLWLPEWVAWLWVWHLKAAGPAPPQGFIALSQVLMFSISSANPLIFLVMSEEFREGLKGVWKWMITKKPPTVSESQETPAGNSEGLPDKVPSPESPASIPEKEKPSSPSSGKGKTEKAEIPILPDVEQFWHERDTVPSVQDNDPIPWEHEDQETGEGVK
# An asterisk follows results filed as active.
# Results follow in this order: FBW7 act | TEAD-YAP block | MITF inh | GPR151 ag
c1ccc(CNCCCOc2cccc3ccccc23)cc1
→ -0.1 | -2 | 1 | -0.3
CN(C)c1cccc(Nc2ccc(N3CCC(C(=O)NCCOc4ccccc4)CC3)nn2)c1
→ -0.2 | -2 | 26 | -0.4
COc1cccc(C2C(C(=O)OCC3CCCO3)=C(C)NC3=C2C(=O)CC(C)(C)C3)c1OC (centres undefined)
→ 0.1 | 3 | -17 | -1.4
COc1ccc2c(Cl)c(C(=O)Nc3nn[nH]n3)sc2c1
→ -0.6 | -2 | -16 | 0.9
Cc1ccnc2nc(C(=O)OCC(=O)N(c3ccccc3)C(C)C)nn12
→ 0.1 | 11 | 13 | 0.1
Cc1ccc(S(=O)(=O)N2CCCC2CNC(=O)c2ccc([N+](=O)[O-])cc2)cc1 (centres undefined)
→ 0.1 | 9 | 4 | 1.0
O=C(/C=C/c1cccc(Cl)c1)Oc1cccc(NC2=NS(=O)(=O)c3ccccc32)c1
→ -0.1 | 3 | 3 | 0.9
COc1ccc(OC)c(NC(=O)NCc2ccc(F)cc2)c1
→ 0.4 | -11 | -3 | 0.6
CC1CCN(S(=O)(=O)c2ccc(C(=O)OCC(=O)c3ccc(Br)cc3)cc2)CC1
→ 0.2 | 4 | 4 | -0.2
COc1cccc(Cc2nc3cc([N+](=O)[O-])ccc3[nH]c2=O)c1
→ 0.1 | 16 | -4 | 0.6
Cc1c(Cl)cccc1NC(=O)c1cc(S(=O)(=O)N2CCC3(CC2)OCCO3)ccc1F
→ 0.1 | 2 | 3 | -0.6
Cc1cc(OCC(=O)Nc2sc3c(c2C#N)CCC3)ccc1[N+](=O)[O-]
→ -0.1 | 13 | -4 | 0.5
O=c1c2c3c(sc2nc2c4ccccc4c(N4CCCCC4)nn12)CCC3
→ 0.1 | -18 | -9 | -0.3
COc1cccc(N(C)C(=O)Nc2cccc(C)c2)c1
→ -0.1 | -7 | 0 | 1.8
COc1ccc(C(c2c(C)[nH]c3ccccc23)N2CCOCC2)cc1 (centres undefined)
→ -0.1 | -18 | -5 | 3.6
Cc1ccc2c(c1)C1(SCCS1)C(=O)N2
→ -0.1 | -7 | 2 | -0.4
CCCCc1nc2sc3c(Cl)ncnc3c2c2c1COC(C)(C)C2
→ 0.2 | 3 | 12 | -1.4
CCOc1cc(C(=O)Nc2c3c(nn2-c2ccc(C)cc2)CS(=O)(=O)C3)cc(OCC)c1OCC
→ -0.4 | 3 | -4 | -0.5
O=c1c2ccccc2nc(/C=C/c2ccc3c(c2)OCO3)n1-c1ccc2ccccc2c1
→ 0.3 | -6 | 19 | 2.5
CC(=O)c1ccc(NC(=O)Cn2nnc(-c3ccncc3)n2)cc1
→ -0.5 | -12 | 4 | 1.1
Cn1c(N)c(C(=O)COC(=O)c2ccccc2C(F)(F)F)c(=O)n(C)c1=O
→ -0.1 | -3 | -6 | -0.2
COc1ccc(Cl)cc1S(=O)(=O)N1CCC(c2nnc(-c3ccc(C)cc3)o2)CC1
→ -0.2 | 6 | 2 | 1.9
O=C(O)CC(Sc1ncnc2sc3c(c12)CCCC3)C(=O)O (centres undefined)
→ -0.1 | -2 | 16 | -1.1
Cc1nc(C)c(CN2CCCC(C(=O)Nc3cccc(-n4cccn4)c3)C2)nc1C (centres undefined)
→ -0.1 | -5 | -2 | -0.8
NS(=O)(=O)c1ccc(CNC(=O)COc2ccccc2)cc1
→ 0.4 | 3 | 11 | 0.5
Cc1cc(NCCN(C(C)C)C(C)C)nc(Nc2cccc(N(C)C)c2)n1
→ -0.2 | 8 | 8 | 0.3
CCC1CCCCN1C(=O)Cn1c(C(=O)OC)cc2sc(C)cc21 (centres undefined)
→ 0.5 | 9 | 10 | 0.2
CCOc1ccc2cc(/C=N/NC(=O)c3ccccc3[N+](=O)[O-])c(Cl)nc2c1
→ -0.2 | 7 | -4 | 0.0
O=C(Nc1ccccc1F)c1cccc(O)c1
→ 0.3 | 13 | 7 | -3.6
N#C/C(=C\c1ccc(OCC(N)=O)cc1)S(=O)(=O)c1ccccc1
→ 0.0 | -2 | -18 | -1.5
COc1ccc(NC(=O)c2nn3c(C(F)(F)F)cc(-c4ccccc4)nc3c2Br)cc1OC
→ 0.0 | -12 | -5 | 0.4
Cn1c(=O)[nH]c(=O)c2c1nc(NN)n2Cc1ccccc1Cl
→ -0.4 | 13 | 17 | -0.7
O=C(C1CCCC1)N1CCc2[nH]c3ccccc3c2C1
→ 0.1 | 2 | 4 | -0.4
O=C(CN1C(=O)c2cccc([N+](=O)[O-])c2C1=O)OCc1ccc(Br)cc1
→ 0.0 | 15 | 5 | 0.0
Cc1ccc(Cl)cc1NC(=O)C1Sc2nnc(C)n2NC1c1ccccc1 (centres undefined)
→ -0.2 | 3 | -1 | -0.3
Cc1oc2ccccc2c1CC(=O)N1CCOC12CCCCC2
→ 0.5 | 6 | 1 | -1.5
O=C(c1ccccn1)N1CCc2c(nc(N3CCCC3)[nH]c2=O)C1
→ 0.1 | 10 | 19 | 0.2
Cc1c(Cl)ccc(S(=O)(=O)N2CCN(c3ccc(F)cc3)CC2)c1Cl
→ -0.5 | 15 | -7 | 0.9
CN(C)/N=C/C=C1\CCC/C(=C\c2ccc(Br)cc2)C1=O
→ -0.2 | 3 | 15 | 0.3
Cc1cc(NC(=O)COC(=O)c2ccc3[nH]c4c(c3c2)CCCC4)no1
→ -0.1 | 4 | 3 | 0.5
CC1(C)Cc2c(sc3ncn4nc(-c5ccncc5)nc4c23)CO1
→ 0.1 | -3 | 16 | -1.3
CCCOc1ccc(C(=O)Nc2nnc(C)s2)cc1
→ 0.1 | -35 | -21 | -1.1
CCN(Cc1ccco1)C(=O)Cn1nc(C)n2c(cc3sc(C)cc32)c1=O
→ -0.1 | -7 | 6 | 0.5
COc1cccc(-c2nc(C=Nc3ccc(F)c(Cl)c3)c(O)o2)c1
→ -0.1 | -1 | -4 | -0.7
CCOc1ccc(-n2nc(C(=O)NCCCN3CCOCC3)c3ccccc3c2=O)cc1
→ -0.1 | 5 | -10 | 0.5
O=C(CCc1ccccc1)NCCc1ccccc1
→ -0.1 | -59 | -6 | -0.3
CCCCCn1c(=O)c2sccc2n2c(CCC(=O)N3CCN(c4ccccc4F)CC3)nnc12
→ 0.0 | -1 | 6 | -0.5
CCc1ccc(C(=O)C2OC(=O)C(C)(C)C(=O)C2(C)C)cc1 (centres undefined)
→ 0.2 | -9 | -15 | 0.8
Cc1cc(C)n2c(SCC(=O)N3CCOCC3)nnc2n1
→ -0.4 | -1 | -4 | -0.7
COc1cccc(-n2cc(C(=O)NCCC(=O)Nc3ccccn3)c3ccccc3c2=O)c1
→ -0.2 | 1 | -1 | 1.0
CCOC(=O)C(=O)Nc1nnc(-c2ccc(OC)cc2)s1
→ -0.1 | 28 | 15 | -4.4
Cc1cccc(CCNC(=O)CCS(=O)(=O)c2ccc3c(c2)n(C)c(=O)c(=O)n3C)c1
→ 0.0 | -1 | 4 | -2.6
N#CC1=C(N)C(C#N)(C#N)C(c2cccnc2)C2CN(Cc3ccccc3)CC=C12 (centres undefined)
→ 0.0 | 13 | -1 | 0.5
O=C(CN1CCC(O)(c2ccccc2F)CC1)N1CCOCC1
→ 0.0 | 3 | -8 | 1.4
CC(C)c1ccc(C2CC(=O)NC(SCC(=O)Nc3ccc(Cl)cc3)=C2C#N)cc1 (centres undefined)
→ -0.1 | 5 | -4 | 1.4
COc1ccc(CC(=O)c2ccc(O)cc2O)cc1OC
→ -0.1 | 0 | -5 | 0.9
Cc1cc(NC(=O)CN2C(=O)NC3(CCCCC3C)C2=O)ccc1Br (centres undefined)
→ 0.1 | -2 | 1 | 2.5
CC1=C(C(=O)Nc2cc(Cl)ccc2C)C(c2ccc(N(C)C)cc2)NC(=O)N1 (centres undefined)
→ -0.1 | -2 | -7 | -0.7
NC(=O)CSc1nnc(NC(=O)CSc2nc3cc(Cl)ccc3s2)s1
→ -0.1 | 6 | 6 | 0.8
Cc1cccc(N2C(=O)c3oc4ccc(Cl)cc4c(=O)c3C2c2cccnc2)n1 (centres undefined)
→ 0.2 | 6 | 6 | 1.0

# Exported as labelled records: entries from further up
Cc1cc(NC(=O)CN2C(=O)NC3(CCCCC3C)C2=O)ccc1Br (centres undefined)
  FBW7 act = 0.1	TEAD-YAP block = -2	MITF inh = 1	GPR151 ag = 2.5

NC(=O)CSc1nnc(NC(=O)CSc2nc3cc(Cl)ccc3s2)s1
  FBW7 act = -0.1	TEAD-YAP block = 6	MITF inh = 6	GPR151 ag = 0.8

# Next results.
# Results follow in this order: FBW7 act | TEAD-YAP block | MITF inh | GPR151 ag
COc1ccc(C2SCCN2S(=O)(=O)c2ccc(Br)cc2)cc1 (centres undefined)
→ 0.0 | -1 | 9 | 0.6
COc1ccc(CNC(=O)C/C(C)=N/NC(=O)c2cccc(Br)c2)cc1
→ 0.0 | -23 | -9 | 1.0
O=C(O)CCCC(=O)Nc1ccc([N+](=O)[O-])cc1
→ 0.0 | 2 | -5 | 0.6
CCCCCCSc1nnc2[nH]c(=O)cc(N)n12
→ 0.1 | 7 | 11 | 0.0
O=C(NCCCN1CCCC1=O)c1ccc2nc(Nc3ccncc3)sc2c1
→ 0.3 | -1 | 6 | 3.6
O=C(c1cccs1)N1N=C(c2ccc(Br)cc2)CC1c1ccccc1Cl (centres undefined)
→ 0.0 | 0 | -1 | 1.5
CCOc1ccccc1CN1CCN(Cc2ccc3nsnc3c2)CC1CCO (centres undefined)
→ 0.0 | -4 | 15 | -0.2
CC(C)c1nc2ccccc2c2nnc(SCC(=O)N3CCOCC3)n12
→ -0.2 | 3 | 9 | 0.4
Cc1ccc(/C=N/n2c(COc3ccccc3)n[nH]c2=S)s1
→ -0.1 | -13 | -5 | -0.2
CC(C)COC(=O)C1C(=O)CC(C)(O)C(C(=O)OCC(C)C)C1c1ccc(N(C)C)cc1 (centres undefined)
→ -0.1 | -1 | -14 | -0.5
O=C(Cn1ncc2c(=O)oc3ccccc3c21)NCCCN1CCCCCC1
→ 0.0 | -7 | 3 | 0.4
C=CCn1c2cc(C)oc2c2cnn(CC(=O)N(Cc3ccncc3)C3CC3)c(=O)c21
→ 0.0 | -26 | -9 | 0.1
CC(=O)Nc1ccc(S(=O)(=O)Nc2ccc(CC(=O)O)cc2)cc1
→ 0.3 | 6 | 7 | -1.5
CC(C)OP(=O)(Nc1cccc(C(F)(F)F)c1)OC(C)C
→ 0.0 | -3 | 0 | 0.1
COc1ccc(NC(=O)Cn2c(=O)n(Cc3ccco3)c(=O)c3ccc(Cl)cc32)cc1
→ 0.0 | 12 | 5 | -0.5
OC(Cc1ccccc1)c1ccc2c(c1)CN(CC1CC1)CCO2 (centres undefined)
→ -0.1 | -7 | -13 | -0.9
COc1ccc(-c2nnc3ccc(SCC(=O)Nc4ccccc4C)nn23)cc1OC
→ -0.1 | -9 | -1 | -0.1
O=C(O)/C(=C\c1ccccc1)NC(=O)c1ccco1
→ 0.1 | 5 | 18 | -1.1
COc1ccc(-c2ccc3c(N)c(C(=O)NC4CC4)sc3n2)cc1OC
→ 0.3 | -4 | -1 | 0.6
COc1ccccc1NC(=O)N1CCN(c2ccc(-c3ccncc3)nn2)CC1
→ 0.1 | -7 | 4 | -1.2
COCCN(CCOC)S(=O)(=O)c1ccc(C(=O)Nc2nc3ccc4sc(C)nc4c3s2)cc1
→ 0.0 | -4 | 10 | -0.7
Cc1cccc(NC(=O)c2cc([N+](=O)[O-])ccc2Cl)n1
→ 0.0 | 28 | 4 | 0.9
Cc1ccc(-c2[nH]nc3c2C(c2ccccc2F)C(C#N)=C(N)O3)cc1 (centres undefined)
→ -0.2 | 2 | -10 | 2.7
CCOc1ccc(OCC)c(S(=O)(=O)NCc2cccnc2)c1
→ 0.1 | 1 | 57* | -0.9
COc1ccc(-n2nc3c(c2NC(=O)c2ccc(Br)cc2)CSC3)cc1
→ 0.1 | 4 | 5 | 0.3
O=C1c2cccc3c(O)ccc(c23)C(=O)N1Cc1cccnc1
→ 0.1 | -3 | -2 | 1.5
C=CCOC(=O)C1=C(C)NC(C)=C(C(=O)OCC=C)C1c1cn(-c2ccccc2)nc1-c1cccc([N+](=O)[O-])c1
→ 0.2 | 3 | 11 | -0.8
COCCCNC(=S)NCCNc1nc2cc(C)c(C)cc2cc1C#N
→ 0.0 | 8 | 25 | -0.2
O=C(c1nsnc1-c1ccccc1O)N1CCCCC1
→ 0.3 | 4 | 9 | 2.1
COc1ccc(CNC(=O)CC2C(=O)NCCN2CCC(C)C)cc1 (centres undefined)
→ 0.0 | -2 | 4 | 0.8
CCOC(=O)C(C)OC(=O)C1=C(C)NC(=O)NC1c1ccc(Br)cc1 (centres undefined)
→ 0.2 | -2 | 6 | -0.1
COc1ccc(N(C)C(=O)C2COc3ccccc3O2)cc1 (centres undefined)
→ 0.2 | -18 | -3 | -0.7
O=C(CCl)N1CCCc2ccccc21
→ -0.6 | 17 | -5 | 11*
CCN(CC(=O)NCc1ccccc1)S(=O)(=O)c1ccccc1
→ -0.1 | 4 | 10 | 0.3
CC(C)(C)C(=O)N1c2ccccc2CCc2ccccc21
→ 0.4 | -10 | 13 | 0.8

# Molecules listed so far with a furan ring, fused or not (5):
# Results follow in this order: FBW7 act | TEAD-YAP block | MITF inh | GPR151 ag
Cc1oc2ccccc2c1CC(=O)N1CCOC12CCCCC2
→ 0.5 | 6 | 1 | -1.5
CCN(Cc1ccco1)C(=O)Cn1nc(C)n2c(cc3sc(C)cc32)c1=O
→ -0.1 | -7 | 6 | 0.5
C=CCn1c2cc(C)oc2c2cnn(CC(=O)N(Cc3ccncc3)C3CC3)c(=O)c21
→ 0.0 | -26 | -9 | 0.1
COc1ccc(NC(=O)Cn2c(=O)n(Cc3ccco3)c(=O)c3ccc(Cl)cc32)cc1
→ 0.0 | 12 | 5 | -0.5
O=C(O)/C(=C\c1ccccc1)NC(=O)c1ccco1
→ 0.1 | 5 | 18 | -1.1

# Compound activity from PubChem BioAssay.
